EP2 mod = EP2 receptor (human) modulation | EP2-expressing cells, cAMP HTRF FRET, PGE2 co-stimulation | induction, % at 25 µM | actives 0.83% (n = 260,000) | AID 940;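 active = compounds whose cAMP rise, as percent of the full-agonist control response, exceeds 60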;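 also: rat C6 glioma line stably carrying human EP2 under a CMV promoter; the protocol text gives 20 µM as final concentration; 100% = response of wells given 1 µM PGE2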
Target sequence (P43116 whole entry, looked up): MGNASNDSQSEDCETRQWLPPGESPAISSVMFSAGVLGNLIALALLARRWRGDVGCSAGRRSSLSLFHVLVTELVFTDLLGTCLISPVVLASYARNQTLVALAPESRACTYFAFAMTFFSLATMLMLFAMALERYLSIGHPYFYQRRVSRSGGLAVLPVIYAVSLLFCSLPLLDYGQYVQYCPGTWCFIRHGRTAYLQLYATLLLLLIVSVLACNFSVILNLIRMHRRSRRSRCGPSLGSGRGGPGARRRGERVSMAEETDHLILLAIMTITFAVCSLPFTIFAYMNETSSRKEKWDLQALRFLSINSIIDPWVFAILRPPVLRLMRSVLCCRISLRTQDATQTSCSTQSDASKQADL
Numbers without * were called inactive. Only part of the results is shown, so the mix of outcomes need not match the whole.

SMILES | EP2 mod
Cc1cccc2cc3c(N)c(C(=O)Nc4c[nH]c(=O)[nH]c4=O)sc3nc12 | -23
CCC(C)(C)n1nnnc1C(C(C)C)N(Cc1ccccc1)Cc1cc2ccc(C)cc2[nH]c1=O (stereo not drawn) | 29
CCOC(=O)Cn1cc(CN2CCc3c(nc(N4CCCC4)[nH]c3=O)C2)c2ccccc21 | 10
COc1ccc(-c2cc(C(F)(F)F)nc(SCC(=O)N3CCN(C)CC3)n2)cc1 | -12
CCn1c(SCC(=O)c2cc(C)ccc2C)nnc1-c1ccco1 | -32
COc1ccc2cc(CN(Cc3ccc(C)cc3)C(=O)Nc3ccccc3OC)c(=O)[nH]c2c1 | -11
Cn1c(=O)c2c(nc(SCCCO)n2Cc2cccc3ccccc23)n(C)c1=O | 6
CN1[C@@H](C(=O)N2CCC(C(N)=O)CC2)C[C@@H](c2ccc(F)cc2)NS1(=O)=O | -14
COc1cccc(C2CC(C(F)(F)F)n3ncc(C(=O)N4CCN(C)CC4)c3N2)c1 (stereo not drawn) | -7
O=C(C1CCCCC1)N1CCC(n2nc(-c3ccco3)ccc2=O)CC1 | -26
CCOC(=O)c1ccc(NC(=O)C2(C)Cc3ccccc3C(=O)O2)cc1 (stereo not drawn) | -77
CCOc1ccc2[nH]c(=O)c(CN(C(=S)NCCOC)C3CCCC3)cc2c1 | -6
COc1ccc(C2(NC(=O)c3c(-c4ccncc4)noc3C)CCCC2)cc1 | 16
N#CCSc1nnc(-c2ccccc2Cl)o1 | -16
C=CCOC(=O)c1sc(NC(=O)c2sc3cccc(Cl)c3c2Cl)nc1C | -48
O=C(CN1CCCC1)N1N=C(c2cccs2)CC1c1cccs1 (stereo not drawn) | -31
C=CCn1c(SCC(=O)Nc2ccccc2OC)nc2sc3c(c2c1=O)CCC3 | -93
COc1ccc(CC(=O)Nc2nnc(CCc3ccccc3)s2)cc1OC | -6
O=C(c1nc2ccccc2s1)C1CCN(C(=O)Cn2cnc3ccccc3c2=O)CC1 | -34
O=C(CN1CCN(Cc2ccc3c(c2)OCO3)CC1)N1CCOCC1 | 3
Fc1cccc(CN(CCCn2ccnc2)Cc2ccnc3ccccc23)c1 | -1
O=C(NCCc1nc(-c2ccncc2)n[nH]1)C1(c2ccc(Cl)cc2)CCCCC1 | 12
COc1cc(C)c(C2C(C#N)=C(N)OC3=C2C(=O)CC(C)(C)C3)cc1C(C)C (stereo not drawn) | 15
C=CCn1c(C(NC(=O)c2ccc(C)cc2)C(C)C)n[nH]c1=S (stereo not drawn) | -38
COc1ccc(NC(=O)c2ccco2)cc1NC(=O)C(C)C | 4
CCN(CC)C(=O)CN1CCC(c2ccc(F)cc2)CC1 | -19
O=C(Cn1nc2c3ccccc3ncn2c1=O)NC1CCCCC1 | -12
O=C(Nc1ccccc1F)N1CCC(NC(=O)C23CC4CC(CC(C4)C2)C3)CC1 | 4
COc1ccc(C2(NC(=O)Cc3ccc(-n4cnnn4)cc3)CCCCC2)cc1 | -52
Cc1cccc(Cn2c(SCC(N)=O)nc3c2c(=O)n(C)c(=O)n3C)c1 | -11
CCC1CCCCN1S(=O)(=O)c1ccc(S(=O)(=O)N2CCCC2)cc1 (stereo not drawn) | -56
CCC(C)(C)NC(=O)c1ccc2c(c1)N(CC(=O)N1CCC(C)CC1)C(=O)C(C)(C)O2 | 37
Cc1cccc(N(C(=O)c2csnn2)C(C(=O)NC2CCCC2)c2ccncc2)c1C (stereo not drawn) | -25
CC1(C)CC(N(Cc2ccncc2)Cc2cccnc2)CC(C)(C)N1 | 4
CCc1c(C)sc2nc(C(C)C)n3c(=O)n(CC(=O)N(C)C)nc3c12 | -13
N[C@@](CCc1ccccc1)(C(=O)O)c1ccccc1 | 21

6 entries drawn at random from those above:
SMILES | EP2 mod
O=C(NCCc1nc(-c2ccncc2)n[nH]1)C1(c2ccc(Cl)cc2)CCCCC1 | 12
CCOC(=O)Cn1cc(CN2CCc3c(nc(N4CCCC4)[nH]c3=O)C2)c2ccccc21 | 10
C=CCn1c(SCC(=O)Nc2ccccc2OC)nc2sc3c(c2c1=O)CCC3 | -93
C=CCn1c(C(NC(=O)c2ccc(C)cc2)C(C)C)n[nH]c1=S (stereo not drawn) | -38
CCn1c(SCC(=O)c2cc(C)ccc2C)nnc1-c1ccco1 | -32
O=C(Cn1nc2c3ccccc3ncn2c1=O)NC1CCCCC1 | -12

More structures
SMILES | EP2 mod
COc1cc(C(=O)Nc2ccc(C(=O)Nc3nccs3)cc2)cc(OC)c1OC | -29
CCN(CC)CCN(Cc1cc2cc(C)cc(C)c2[nH]c1=O)C(=S)Nc1ccccc1 | 10
O=C(NCCNCc1c[nH]c2ccccc12)c1ccc(Cl)cc1 | -28
O=C(c1ccco1)N1CCC[C@H]1Cn1nc(-c2ccc(F)cc2)ccc1=O | -32
CC(=O)N1CCCc2cc(C(O)CN3CCN(c4cccc(Cl)c4)CC3)ccc21 (stereo not drawn) | 8
O=C(CC1CCCCC1)Nc1ccc(Cl)cn1 | -19
Cc1oc(C2CC2)cc1C(=O)N1CCC2(CC1)NC(=O)c1ccccc1O2 | -62
COc1cc2c(cc1OC)CN(C(=O)CSc1nc3c(cc1C#N)CCCCC3)CC2 | 16
COc1ccccc1NC(=O)CSc1n[nH]c(-c2ccco2)n1 | 19
O=C(O)c1ccc([N+](=O)[O-])c(P(=O)(O)O)c1 | 7
CCc1nn(C(C)C(=O)O)c(=O)c2cc3ccsc3n12 (stereo not drawn) | 8
Cc1c(C(=O)N(C)C2CCN(C(C)C)CC2)nnn1-c1ccccc1 | -13

Next section.
canonical_smiles,EP2 mod
Cc1cccc(C(=O)O)c1O,17
CCc1cc2cc(C)cc(C)c2nc1SCC(=O)NCc1ccc2c(c1)OCO2,70*
COc1cccc(CN2CCc3c(nc(N4CCCC4)[nH]c3=O)C2)c1,-25
Cc1cc(C)c2cc(C)c3nn(CC(=O)N4CCOCC4)c(=O)n3c2c1,-19
CCN1/C(=C/c2ccc3cc(OC)ccc3[n+]2CC)Sc2cc(C)ccc21,-94
O=C(CN1CCC(c2ccccc2F)CC1)Nc1ccc2c(c1)OCO2,-96
O=C(NC1CCCC1)c1ccc(Nc2ccccc2Cl)nc1,-82
C[C@H](NC(=O)/C(C#N)=C/c1ccc(O)c(O)c1)c1ccccc1,2
CCN(CC)C(=O)N1CCCC(c2ncncc2-c2cc(C)no2)C1 (stereo not drawn),-3
Cc1sc2nc(SCC(=O)c3ccccc3)n(C)c(=O)c2c1C,-18
O=C(COc1ccc2nsnc2c1)N1CCC(COc2ccccn2)CC1,1
O=C(c1cccnc1)N1CCN(C(=O)c2ncoc2-c2ccccc2)CC1,-34
COCCN(C(=O)c1csnn1)C(C(=O)NC(C)(C)C)c1c(F)cccc1Cl (stereo not drawn),-3
CN1[C@@H](C(=O)Nc2cnn(Cc3ccc(F)cc3)c2)C[C@@H](c2cccs2)NS1(=O)=O,-20
Cc1cccc(C2(O)CCN(CC(O)c3ccc4ccccc4c3)CC2)c1 (stereo not drawn),-71
O=C(c1cccs1)N(Cc1ccco1)Cc1cc2cc3c(cc2[nH]c1=O)OCO3,-17
COc1cccc(C2(O)CCN(CCNC(=O)CN3CCCCCC3)CC2)c1,-14
Cc1ccc(-c2nc(C(N)=O)c3[nH]c(=O)n(Cc4ccccc4)c3n2)o1,-33
CCc1ccccc1N(CC(=O)N1CCCCC1)S(C)(=O)=O,-18
CCc1nn(C(C)C(=O)O)c(=O)c2cc3oc(C)cc3n12 (stereo not drawn),-6
O=C(O)c1ccccc1N[C@H](c1ccccc1)c1ccc2cccnc2c1O,9
CC1CCC(NCCNC(=O)c2ccco2)CC1 (stereo not drawn),-22
COc1ccccc1NC(=O)C1CCN(C(=O)c2ccc(C(C)(C)C)cc2)CC1,-11
Cc1cc(Cl)ccc1Nc1sc(C(=O)c2cc3cc(Cl)ccc3o2)c(N)c1C#N,-16
CON(C)C(=O)Cn1nc(C)n2c(cc3occc32)c1=O,0

Reformatted field by field: part of the list above.
smiles: O=C(COc1ccc2nsnc2c1)N1CCC(COc2ccccn2)CC1
  EP2 mod: 1
smiles: O=C(c1cccnc1)N1CCN(C(=O)c2ncoc2-c2ccccc2)CC1
  EP2 mod: -34
smiles: COCCN(C(=O)c1csnn1)C(C(=O)NC(C)(C)C)c1c(F)cccc1Cl (stereo not drawn)
  EP2 mod: -3
smiles: CN1[C@@H](C(=O)Nc2cnn(Cc3ccc(F)cc3)c2)C[C@@H](c2cccs2)NS1(=O)=O
  EP2 mod: -20

(next part)
canonical_smiles,EP2 mod
COc1ccc2c(c1)C(=O)NC2CC(=O)NC1(c2ccccc2OC)CCCC1 (stereo not drawn),-16
COCCn1c(=O)n(Cc2ccccc2F)c2cccnc21,-9
CCn1c(SCC(=O)Nc2ccc(OC)cc2OC)nnc1-c1ccncc1,5
COc1ccc(OC)c(S(=O)(=O)N2CCC(C(=O)NC(C)C)CC2)c1,-26
COc1ccc2cc(CN(C(=O)c3sc4ccccc4c3Cl)C3CCCC3)c(=O)[nH]c2c1,12
Cc1cccc(N(C(=O)c2csnn2)C(C(=O)NC(C)(C)C)c2ccco2)c1C (stereo not drawn),18
COc1ccc(NC(=O)CSc2nnc(COc3ccccc3C)n2C)cc1,24
CC1CCN(C(=O)Cn2nnc3ccccc3c2=O)CC1,-14
COc1ccccc1CNC(=O)Cn1nc(C)n2c(cc3sc(C)cc32)c1=O,20
CC(C)N(C(=O)CCC1CCCC1)c1nnc(-c2ccc(Cl)cc2)s1,20
CC1(C)C2CCC(C2)C1(C)NC(=O)CN1CC=CCC1 (stereo not drawn),32
CCN1CCN(C(=O)C2CCN(S(=O)(=O)c3cc(Cl)ccc3Cl)CC2)CC1,-28
Cc1ccc(C(C(=O)NC2CCCC2)N(C(=O)c2ccco2)c2ccc3c(c2)OCCO3)cc1 (stereo not drawn),-5
Cc1cc(-c2cncnc2C2CCN(C(=O)C3(c4ccccc4F)CCCC3)CC2)on1,-25
Cc1nn(CC(=O)NCc2ccco2)c(=O)c2cc3ccsc3n12,2
CC(C)(C)C(=O)NC1CC2CCCC(C1)N2CC(=O)NCc1cccs1 (stereo not drawn),-36
CCOc1ccccc1-n1c(SCC(=O)N2CCCC(C)C2)nnc1-c1cccnc1 (stereo not drawn),-23
O=C(/C=C/c1ccc(Cl)c(Cl)c1)c1ccc2c(c1)OCCO2,-64
COc1ccc2cc(CN(Cc3ccco3)C(=O)NCc3ccccc3)c(=O)[nH]c2c1,-1
CCC(=O)Nc1cccc(NC(=O)CSc2nc(C3CCCCC3)nc3ccccc23)c1,-2
O=C(O)CCCCCC[C@H]1C(=O)NC(=O)N1CC[C@@H](O)C1CCCCC1,100*
COc1cc(C2C3=C(CC(C)(C)CC3=O)NC3=C2C(=O)CC(C)(C)C3)ccc1OCCO,-19
Cc1ccc2nc3c(c(NCCCN(C)C)c2c1)CCC3,-19
Cc1cc(C)c2cc(CN(CCc3ccccc3)Cc3nnnn3CC3CCCO3)c(=O)[nH]c2c1 (stereo not drawn),-4
CCn1ncc(S(=O)(=O)NCC2(c3ccccc3)CCOCC2)c1C,-39
CCc1nn(CC(=O)OC(C)C)c(=O)c2cc3ccsc3n12,-3
COCCN(C(=O)c1csnn1)C(C(=O)NC1CCCCC1)c1ccccc1 (stereo not drawn),12
CN(C)C(CNS(=O)(=O)c1ccc2c(c1)oc(=O)n2C)c1ccc2c(c1)OCO2 (stereo not drawn),-18
COc1ccc(-c2c(C)nn3c(NCCc4ccccn4)cc(C)nc23)cc1,-62
O=C(O)CCc1ccc(-c2ccccc2)[nH]1,21
CC(Sc1nc(-c2ccccc2)cc(C(F)(F)F)n1)C(=O)N1CCCCCC1 (stereo not drawn),-48
O=C(Cc1ccccc1Cl)N1CCCC(c2nc(-c3cccnc3)n[nH]2)C1 (stereo not drawn),-6
Cc1ccc2cc(C#N)c(SCC(=O)Nc3cc(Cl)ccc3Cl)nc2c1,12
COc1ccc(-c2coc3cc(O)ccc3c2=O)c(O)c1O,-4
CCc1nn(CC(=O)NCCOC)c(=O)c2cc3oc(C)cc3n12,-34
COCCn1c(SCC(=O)Nc2ccccc2Br)nc2sc3c(c2c1=O)CCC3,-5
CON(C)C(=O)Cn1ncc2cccn2c1=O,-36
Cc1ccccc1NC(=O)CCN1CCC(C)CC1,-1
CC(=O)c1cc(C(=O)NC(c2ccccc2)c2cccnc2)cs1 (stereo not drawn),21
CC(=O)Nc1ccc(Cl)c(NC(=O)c2cccs2)c1,-42
Cc1cc(NC(=O)CCC(=O)N(CC(=O)NC2CCCC2)c2ccc(C)c(F)c2)no1,-32
CC(C)(C)C1CCc2c(sc(NC(=O)c3nc4ncccn4n3)c2C#N)C1 (stereo not drawn),9
O=S(=O)(NCc1ccc(F)cc1)c1ccc(S(=O)(=O)N2CCCC2)cc1,-44
COc1ccc(C2=NNC(c3cccnc3)=Nc3ccc(Br)cc32)cc1OC,-25
C=CCn1c(N2CCC(C(=O)NCc3cccnc3)CC2)nc2ccccc21,-36
CCc1[nH]c2ccc(C(=O)Nc3cccc(C(=O)N4CCOCC4)c3)cc2c1C,-47
COc1ccc(-n2c(SC(C)C(=O)Nc3ccccc3C)nnc2-c2ccncc2)cc1 (stereo not drawn),1
Cc1cc(C)c(S(=O)(=O)N2CCC(C(=O)NCCO)CC2)c(C)c1,-12
CCn1c(C)[n+](CC(O)COc2ccc(F)cc2)c2ccccc21 (stereo not drawn),22
COCCn1c(=O)[nH]c2cc(C(=O)N3CCC4(CC3)NC(=O)c3ccccc3O4)ccc21,29

More records follow:
canonical_smiles,EP2 mod
CCc1ccccc1NC(=O)c1ccc2c(c1)CCN2S(C)(=O)=O,-16
O=C(NCC1CCN(c2ccc(S(=O)(=O)N3CCCC3)cc2)CC1)c1ccccc1F,-37
COc1cccc(C(=O)CSc2nc3cc(C)cc(C)c3cc2C#N)c1,38
CC1=C(CCC(=O)O)c2cc3nc(cc4[nH]c(cc5[nH]c(cc1n2)c(C)c5C(C)O)c(C)c4C(C)O)C(C)=C3CCC(=O)O (stereo not drawn),18
COc1ccccc1NCc1cc2c(C)nn(-c3ccc(F)cc3)c2[nH]c1=O,-15
C=CCN1C(=O)C2C(C(=O)NC3CCCCC3C)C3(C)C=CC2(O3)C1C(=O)NC(C)(C)C (stereo not drawn),-2
